Assay outcomes: PubChem, several laboratories
SSB-PriA inh: inhibitors of Klebsiella pneumoniae PriA binding to SSB C-terminal tail | AlphaScreen SSBct-PriA binding, biotinylated peptide | inhibition, % at 33 µM | actives 0.6% (n = 430,000) | AID 1272365; in the data active = inhibition mostly above about 37%, no sharp cut-off; inactive = mostly below about 20%;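 note: plate controls were negative control peptide for no effect and reference peptide for full effect; strong numbers were not always called active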
3CLpro inhibitor: SARS-CoV 3CLpro protease inhibition. P0C6X7. recombinant SARS-CoV 3CLpro, quenched FRET peptide cleavage. inhibition, % at 6 µM. actives 0.14% (n = 290,000). AID 1706; in the data active = inhibition above about 12%
Vc quorum ag: induces V. cholerae light production without autoinducers; V. cholerae BH1578 lux reporter, luminescence, 6 h; activation, % at 18.7 µM; actives 0.16% (n = 350,000); AID 588436; in the data active = activation mostly above about 9.7%, no sharp cut-off; inconclusive = no clear call, values can overlap the other calls; inactive = mostly below about 3.7%; note: not every result past the cut was called active; inactives centre near 0; reference of the scale not given here
Rv3671c protease: inhibits the M. tuberculosis serine protease Rv3671c. P9WHR9. inhibition, % at 5.96 µM. actives 0.048% (n = 320,000). AID 2606; in the data active = inhibition above about 38%;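 note: extracellular domain of Rv3671c used as enzyme; 0% = enzyme with DMSO and 100% = no enzyme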
MazF activator: MazEF (E. coli) toxin RNase activation; FAM/BHQ RNA-DNA oligo cleavage fluorescence, 5 h; P0AE70; activation, % at 20 µM; actives 0.32% (n = 350,000); in the data active = activation above about 50%
TcdB GH inh: blocks C. difficile toxin B glycohydrolase activity; P18177; TcdB glycohydrolase enzymatic assay, plate reader; inhibition, % at 9.99 µM; actives 0.24% (n = 350,000); AID 652162; in the data active = inhibition above about 10%
Yp Topo-I inh: Y. pestis Topo-I inhibition via cleavage products | AID 504884 | activity, % at 10 µM | actives 0.064% (n = 360,000) | Y. pestis Topo-I cleavage product accumulation, plate reader; in the data active = activity above about 50%, passing the limit was not always enough; inconclusive = no clear call, values can overlap the other calls; note: inactives centre near 2
Anthrax LF inh2: anthrax lethal factor protease inhibition | P15917 | AID 588501 | multiplex microsphere protease cleavage assay, LF | actives 0.12% (n = 360,000) | inhibition, % at 10 µM; in the data active = inhibition above about 30%; inconclusive = no clear call, values can overlap the other calls; note: plate controls were buffer without enzyme for full effect and enzyme alone for no effect
Target sequence (P15917 whole entry, looked up): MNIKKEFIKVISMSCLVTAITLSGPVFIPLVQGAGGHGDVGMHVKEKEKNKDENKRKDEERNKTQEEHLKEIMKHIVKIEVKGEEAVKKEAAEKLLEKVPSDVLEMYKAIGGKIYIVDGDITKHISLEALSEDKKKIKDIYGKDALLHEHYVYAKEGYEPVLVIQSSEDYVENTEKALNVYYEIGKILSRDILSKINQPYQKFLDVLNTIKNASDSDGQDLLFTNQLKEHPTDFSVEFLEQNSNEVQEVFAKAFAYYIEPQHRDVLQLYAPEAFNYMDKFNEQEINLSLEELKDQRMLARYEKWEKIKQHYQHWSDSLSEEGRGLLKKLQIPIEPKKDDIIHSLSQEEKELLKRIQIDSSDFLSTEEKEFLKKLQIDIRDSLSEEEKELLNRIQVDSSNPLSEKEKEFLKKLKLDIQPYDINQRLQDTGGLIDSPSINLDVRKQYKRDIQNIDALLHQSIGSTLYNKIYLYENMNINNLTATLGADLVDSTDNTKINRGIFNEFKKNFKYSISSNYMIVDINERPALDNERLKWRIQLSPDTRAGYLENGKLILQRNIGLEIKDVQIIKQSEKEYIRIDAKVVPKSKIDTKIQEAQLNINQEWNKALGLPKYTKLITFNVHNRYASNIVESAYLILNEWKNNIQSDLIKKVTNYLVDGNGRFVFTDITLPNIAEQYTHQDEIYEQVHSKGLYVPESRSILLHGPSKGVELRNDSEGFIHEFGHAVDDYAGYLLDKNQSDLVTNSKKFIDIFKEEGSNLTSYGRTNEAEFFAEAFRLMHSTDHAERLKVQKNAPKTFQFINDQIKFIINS
PfHsp40 yeast: compounds rescuing yeast from Plasmodium falciparum HSP40 toxicity. S. cerevisiae expressing PfHsp40, growth rescue, ATP luminescence. growth rescue, % at 12.5 µM. actives 0.68% (n = 340,000). AID 504582; in the data active = growth rescue above about 28%, passing the limit was not always enough; inconclusive = no clear call, values can overlap the other calls;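 note: yeast W303a lacking pdr1 and pdr3 grown in galactose medium; growth measured after three days at 30 °C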
DUSP3 inh: DUSP3 (human) phosphatase inhibition. P51452. actives 0.52% (n = 290,000). recombinant VHR phosphatase, pNPP absorbance. inhibition, % at 13.3 µM; in the data active = inhibition above about 50%; note: some compounds called inactive have numbers as strong as hits
Target sequence (P51452 whole entry, looked up): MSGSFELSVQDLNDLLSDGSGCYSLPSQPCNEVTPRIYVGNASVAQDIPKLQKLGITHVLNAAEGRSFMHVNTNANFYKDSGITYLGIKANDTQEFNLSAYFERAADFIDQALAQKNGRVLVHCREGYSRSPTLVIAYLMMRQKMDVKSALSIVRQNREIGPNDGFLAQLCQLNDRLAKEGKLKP
Starred values were filed as active, the others as inactive; i = inactive; ? = inconclusive; / = not tested or not shown; & = joins results of further samples. The list is partial; the hit share may differ from the screen's.

mol,3CLpro inhibitor,Vc quorum ag,DUSP3 inh,Rv3671c protease,PfHsp40 yeast,MazF activator,SSB-PriA inh,TcdB GH inh,Anthrax LF inh2,Yp Topo-I inh
CC(Sc1nc(-c2ccccc2)c(-c2ccccc2)[nH]1)C(=O)NCC1CCCO1 (stereo unspecified),/,-0.4,/,/,/,4,/,0.6,-1,6
Cc1ccc([C@H]2C(C(=O)O)=CC[C@@H](c3cccs3)N2S(=O)(=O)c2ccc(C)cc2)cc1,/,i,/,1,1.6,-2,-12,-3.5,-5,3
C[C@@H]1CN([C@H](C)CO)C(=O)c2cc(NC(=O)Nc3ccc(F)cc3)ccc2O[C@@H](C)CCCCO[C@H]1CN(C)S(=O)(=O)c1cccs1,/,0.0,/,/,/,-3,/,1.5&-2.3,-5,4
C=CCNC(=O)CN1CCC(n2c(C)nc3cc(C(F)(F)F)ccc32)CC1,-2,i,-23,-3,-1.4,8,-13,/,3,3
CCC(CC)NC(=O)c1cc(OC)c(OC)cc1[N+](=O)[O-],4,0.0,29,1,-0.5,-1,-18,/,0,8
O=C(O)CCCNC(=O)CCCn1nnc2ccccc2c1=O,4,-0.7,25,6,-0.4,4,-2,1.0,2,10
COc1cccc(C2NC(=O)NC(C)=C2C(=O)Nc2ccc(C)cc2)c1 (stereo unspecified),2,-0.2,20,-6,-1.0,10,-12,1.7,-1,-2
CCN(Cc1ccccc1)S(=O)(=O)c1cc(C(=O)O)ccc1OC,-2,i,-3,6,1.9,5,-2,-2.8,-2,10
CN(C)CCCNc1ncc(C(F)(F)F)cc1Cl,0,0.2,13,8,0.3,2,-25,0.3,0,-10
CC(C)N1CCC(n2nccc2NC(=O)c2ccc3c(c2)OCO3)CC1,3,-0.8,14,-1,0.6,3,1,-7.6,0,-2
Cc1[nH]c(=O)c(C#N)c(C)c1Cl,1,-0.5,18,-8,2.1,4,1,-0.7,-3,-7
O=C(COC(=O)c1cc[n+]([O-])cc1)Nc1ccccc1Cl,2,-0.5,3,16,-1.2,5,-7,0.3,2,3

mol,3CLpro inhibitor,Vc quorum ag,DUSP3 inh,Rv3671c protease,PfHsp40 yeast,MazF activator,SSB-PriA inh,TcdB GH inh,Anthrax LF inh2,Yp Topo-I inh
COc1cccc(C(NC(C)=O)c2nc(-c3cnc4ccccc4c3)cs2)c1 (stereo unspecified),/,-0.3,/,/,/,/,/,0.6,0,13
COc1ccccc1-c1ccc2c(c1)C(C)(Cc1cccc(F)c1)C(=O)N2 (stereo unspecified),/,-1.3,/,/,/,/,/,0.5,-1,34
Cc1ccc(-n2c(SCC(=O)O)nc3c(sc(=S)n3-c3ccc(C)c(C)c3)c2=O)cc1,4,i,-12,-5,-0.1,3,-4,30*,0,0
CC(=O)c1cccc(Nc2cc(C)nc3ccccc23)c1,-2,-0.1,0,5,0.5,7,2,0.7,-2,-12
N#Cc1ccccc1S(=O)(=O)N1CCN(C(=O)c2cc(=O)[nH]c3ccccc23)CC1,/,i,/,-7,-0.9,1,2,3.8,/,-4
O=C(OCC(=O)N1CCc2ccccc21)c1n[nH]c(=O)c2ccccc12,/,0.7,/,-6,11,13,-5,-0.8,-12,20
Cn1c(=O)cc(OCC(=O)N2CCN(c3ccccc3F)CC2)c2ccccc21,-1,-0.2,12,-2,-1.3,0,3,-0.6,-1,2
CN1C(=O)/C(=C\c2ccncc2)SC1=Nc1ccccc1,5,1.9,-20,-12,7.7,-2,4,/,0,0
Cc1ccccc1NC(=O)CN1C(=O)COc2ccc(S(=O)(=O)N3CCCC3)cc21,9,-4.6,2,-2,0.4,-5,4,0.1,2,-14
Cc1ccc(NC(=O)CSCCc2ccccn2)nc1,1,i,33,5,0.6,5,-5,/,-2,-4
COCCNc1nnc(SC(C)C(=O)Nc2c(C)n(C)n(-c3ccccc3)c2=O)s1 (stereo unspecified),4,-0.2,2,-2,-2.6,9,-8,-0.7,-2,5
Cc1ccc(C(=O)NC(=S)Nc2ccc(NC(=O)c3cccs3)cc2)cc1[N+](=O)[O-],0,-0.3,18,-11,-0.1,4,9,0.3,1,-3

mol,3CLpro inhibitor,Vc quorum ag,DUSP3 inh,Rv3671c protease,PfHsp40 yeast,MazF activator,SSB-PriA inh,TcdB GH inh,Anthrax LF inh2,Yp Topo-I inh
CCNc1cc(N2CCN(S(=O)(=O)c3ccc4c(c3)CCCC4)CC2)ccc1[N+](=O)[O-],3,i,16,-4,-0.6,-1,-14,/,-1,9
CCN(CCn1cccn1)C(=O)CC1C(=O)NCCN1Cc1ccc(F)c(F)c1 (stereo unspecified),1,-1.3,18,-15,-1.7,0,-6,0.5,-1,1
CCCn1c(=O)c2ccccc2n2c(SCC(=O)c3ccc(CC)cc3)nnc12,-2,i,28,1,-0.8,-10,-8,/,/,4
CCC(C)(C)NC(=O)Cn1c(=O)oc2cc(S(=O)(=O)N3CC(C)CC(C)C3)ccc21 (stereo unspecified),-4,-0.2,-12,-7,0.7,11,-3,1.4,0,2
CCOc1cccc(=O)c2c(C)n(C)c(C)c12,-4,-0.4,2,-4,-0.2,-10,-6,/,0,8
Cc1ccc(-n2c(-c3ccccc3)n[nH]c2=S)cc1,-6,i,4,-3,0.3,3,-22,/,3,-6
CCOc1cc(/C=N/OC(C)=O)ccc1OCc1ccccc1,0,-0.3,8,-7,0.1,3,/,-1.6,-7,4
CCC(=O)Nc1ccc2nc(C)n(Cc3ccccc3Cl)c(=O)c2c1,2,i,-9,-14,3.2,10,10,/,-2,4
CC(NC(=O)CSc1nnc(CC(=O)Nc2ccc(Cl)c(Cl)c2)n1C)c1ccccc1 (stereo unspecified),-1,-0.3,-7,-7,-1.1,2,11,/,/,18
CC(C)C(NC(=O)OCc1ccccc1)C(=O)NC(Cc1ccc(O)cc1)C(=O)O (stereo unspecified),-1,i,18,1,0.0,12,6,-0.2,21,-3
C=CCNC(=O)/C(=C\C=C\c1ccccc1)NC(=O)c1ccc(OCCCC)cc1,5,1.1,13,-10,3.5,-1,2,/,-2,30
CC(C)CNC(=O)CC(c1ccccc1)c1c(O)ccc2ccccc12 (stereo unspecified),-2,i,27,6,-1.5,5,-6,/,-2,-6

mol,3CLpro inhibitor,Vc quorum ag,DUSP3 inh,Rv3671c protease,PfHsp40 yeast,MazF activator,SSB-PriA inh,TcdB GH inh,Anthrax LF inh2,Yp Topo-I inh
Clc1ccc(CSc2nnc(-c3ccccn3)n2Cc2ccco2)c(Cl)c1,-3,-0.1,1,-5,1.0,-9,49*,/,-6,-1
Cc1ccc(S(=O)(=O)N(C)c2ccccc2)cc1,7,i,22,4,1.2,0,-8,/,-1,6
Cc1ccc(C(=O)NC(C)C(c2cccs2)N2CCOCC2)cc1C (stereo unspecified),/,-0.4,/,/,/,3,/,1.1,-4,1
COc1ccc(NC(=O)Nc2cc(C)ccc2OC)cc1,-1,5.0,2,5,-0.9,1,-3,/,-1,-7
Cc1cccc(C(=O)N2CCN(c3ccc([N+](=O)[O-])c(N4CCOCC4)c3)CC2)c1,5,i,23,-3,0.8,2,-29,/,-1,7
COc1cc(NS(=O)(=O)c2ccc(NC(C)=O)cc2)nc(OC)n1,0,-0.4,-10,10,1.0,-4,-6,/,-2,1
N#CCCN1CCn2c1nc1ccccc12,-4,i,32,3,-0.7,3,-1,/,0,9
C=C(C)CC1Nc2ccccc2NC1CC(=C)C (stereo unspecified),-1,i,7,-4,-0.1,5,52,/,-10,-3
Cc1cccc(Nc2ccc(C(=O)N3CCOCC3)cn2)c1,1,-0.5,-12,3,1.0,9,1,1.1,-2,7
O=[N+]([O-])c1cc(S(=O)(=O)C(F)(F)F)ccc1Sc1nc2ccccc2s1,-7,i,22,-2,?,-2,-17,/,6,-6
O=C(O)/C=C/C(=O)O,/,-0.6,/,2,1.5,-4,-5,-0.2,1,1
CCCNC(=O)c1ccc2c(=O)c(O)c(-c3ccsc3)[nH]c2c1,/,i,34,-2,?,-9,5,/,6,-18

mol,3CLpro inhibitor,Vc quorum ag,DUSP3 inh,Rv3671c protease,PfHsp40 yeast,MazF activator,SSB-PriA inh,TcdB GH inh,Anthrax LF inh2,Yp Topo-I inh
COc1c(-c2ccc([N+](=O)[O-])cc2[N+](=O)[O-])c(=O)n(C)c(=O)n1C,-1,0.6,/,-5,-0.4,-31,-3,-0.9,0,0
O=C(CSc1ccc2nnc(-c3cccnc3)n2n1)NCc1ccc2c(c1)OCO2,-6,-0.2,15,7,-0.2,4,-13,-1.3,-1,4
COc1cc(CN2CCN(C(O)(c3ccccc3)c3ccccc3)CC2)cc(OC)c1OC,4,0.2,17,/,1.8,11,7,0.6,/,18
Cn1cccc1C(=O)OCC(=O)NCCCc1ccccc1,/,i,/,2,-0.7,2,1,0.1,-3,4
N#CC1=C2SCN(c3ccccc3)CN2C(=O)CC1c1ccccc1Cl (stereo unspecified),1,i,6,-14,1.4,-5,5,0.8,8,-3
COc1ccc(Cl)cc1NC(=O)CNCC(c1ccccc1)N(C)C (stereo unspecified),2,-0.9,35,9,-1.0,-2,-5,2.2,-2,0
CC(C)OC(=O)c1cc2ccccc2[nH]1,-2,-14,4,4,9.6,3,-7,/,3,6
Cc1ccc(NS(=O)(=O)c2ccc3c(c2)oc(=O)n3C)cc1C,3,-0.9,/,-14,-0.4,5,-11,0.4,-11,4
Cc1ccc(S(=O)(=O)Nc2cccc(C(=O)NCC(c3ccc(F)cc3)N3CCOCC3)c2)cc1 (stereo unspecified),/,-0.6,/,-10,-0.5,-3,10,1.9,3,12
Cc1nnc(NC(=O)CSc2nnc(Cc3cccn3C)n2-c2cccc(C(F)(F)F)c2)s1,0,-0.2,13,5,-0.5,8,7,1.3,-8,2
COC(=O)c1ccc(NC(=O)CCc2c(C)nc3ncnn3c2C)cc1,-6,-3.0,19,4,-0.8,-9,-11,/,0,-6
Cc1cnn(CCC(=O)NNC(=S)Nc2cccc(Cl)c2)c1,0,-0.1,19,10,0.2,-14,-6,/,0,-7
Cc1ccc(S(=O)(=O)NCCC(=O)N(C)Cc2cccs2)cc1,/,i,/,10,-0.1,-4,8,1.2,-2,5

Two consecutive compounds already listed:
mol,3CLpro inhibitor,Vc quorum ag,DUSP3 inh,Rv3671c protease,PfHsp40 yeast,MazF activator,SSB-PriA inh,TcdB GH inh,Anthrax LF inh2,Yp Topo-I inh
CC(Sc1nc(-c2ccccc2)c(-c2ccccc2)[nH]1)C(=O)NCC1CCCO1 (stereo unspecified),/,-0.4,/,/,/,4,/,0.6,-1,6
Cc1ccc([C@H]2C(C(=O)O)=CC[C@@H](c3cccs3)N2S(=O)(=O)c2ccc(C)cc2)cc1,/,i,/,1,1.6,-2,-12,-3.5,-5,3
